Screening data deposited in PubChem by National Center for Advancing Translational Sciences (NCATS).
ELG1 repair inh: inhibitors of ELG1-dependent DNA repair in HEK293T cells. actives 2.3% (n = 330,000). HEK293T ELG1-luciferase reporter, luminescence, 16 h; DNA damage induced by 5-fluorouridine. Potency, µM (series often up to 46.1 µM), for inactives: at the highest dose activity change, negative = inhibition, most hits filed as inhibitors. AID 504467; further: potency means the concentration at half of the fitted maximal effect; on the % scale 0 is the no-effect control and ±100 the full control effect; nearly all actives have a fitted effect of over 55% in size
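Quantitative HTS, concentration-response format. 2,000 cells/well co-treated with 5-fluorouridine and compound, 16 hr in 5% CO2 at 37 °C; ONE-Glo luminescence read after 30 min.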
Rab9 promoter act: activates the Rab9 promoter | Huh7 Rab9 promoter-luciferase reporter, luminescence, 24 h | Potency, µM (series often up to 9.22 µM), inactives show at the highest dose activation, negative = inhibition, actives largely listed as activators | actives 2.8% (n = 320,000) | AID 485297; further: potency means the concentration at half of the fitted maximal effect; % of control where 0% means no effect; nearly all actives have a fitted effect of over 60% in size
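Steps: seed 1500 Huh7 Rab9-luc cells per well, rest 2 h at 37 °C; add compound in DMSO; incubate 24 h; add luciferase reagent, 10 min ambient; read luminescence.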
p53 reactivator: re-activators of mutant p53. AID 504706. H1299 p53-A138V BP100-luciferase reporter, luminescence, 24 h. Potency, µM (highest dose often 92.2 µM), for inactives: at the highest dose activity change, positive = activation, most hits filed as activators. actives 0.063% (n = 320,000); further: potency means the concentration at half of the fitted maximal effect; % of control where 0% means no effect; nearly all actives have a fitted effect of over 45% in size
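H1299 (p53-null), stable ts p53-A138V + BP100-Luc; 1000 cells/well, Opti-MEM/10% FBS; cpd 4 pt, 1:5; 24 h, 37 deg C, 5% CO2; detection reagent 10 min RT; luminescence.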
TRPV1 ag: human TRPV1 agonism; TRPV1-expressing cells, Fluo-8 calcium influx, agonist mode; AID 540275; activation, % at 8.33 µM; actives 0.19% (n = 320,000); Q8NER1; in the data active means activation above about 80%; inconclusive means between about 30% and that limit; further: 0% is about no effect
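Fluo-8 calcium influx in TRPV1-expressing cells, kinetic read (ex 480/em 520 nm). Compound added and read 3 min for agonist activity, followed by capsaicin at EC20 final and 2 min further read for enhancement.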
FLuc counter: inhibits or activates purified firefly luciferase, miR-21 counter-screen; P08659; purified FLuc, Km substrates, luminescence inhibition; AID 588342; Potency, µM (doses to about 57.5 µM), without a hit: at the top dose activity change, negative = inhibition, usual class: inhibitors; actives 6.9% (n = 360,000);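 further: potency means the concentration at half of the fitted maximal effect; plate controls were vehicle for no effect and reference inhibitor for full effect; nearly all actives have a fitted effect of over 55% in size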
Target sequence (P08659 whole entry, looked up): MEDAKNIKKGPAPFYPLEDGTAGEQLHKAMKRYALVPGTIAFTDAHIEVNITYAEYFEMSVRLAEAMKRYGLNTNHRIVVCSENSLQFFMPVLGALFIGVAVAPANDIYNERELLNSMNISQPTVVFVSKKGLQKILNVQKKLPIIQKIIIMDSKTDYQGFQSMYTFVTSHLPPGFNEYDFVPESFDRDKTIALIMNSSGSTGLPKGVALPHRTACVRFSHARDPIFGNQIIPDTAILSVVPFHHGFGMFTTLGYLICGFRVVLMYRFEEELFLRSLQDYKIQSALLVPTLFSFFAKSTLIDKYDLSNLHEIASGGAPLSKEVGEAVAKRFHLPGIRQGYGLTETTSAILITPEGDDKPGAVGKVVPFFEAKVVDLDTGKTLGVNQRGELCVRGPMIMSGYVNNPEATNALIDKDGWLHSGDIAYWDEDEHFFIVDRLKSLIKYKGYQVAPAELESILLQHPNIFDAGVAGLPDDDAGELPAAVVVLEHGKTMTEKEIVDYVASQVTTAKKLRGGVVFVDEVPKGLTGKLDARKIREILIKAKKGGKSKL
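Purified P. pyralis luciferase (10nM final) with 10uM D-luciferin and 10uM ATP (Km levels) in 50mM Tris acetate pH 7.5, 10mM Mg acetate, 0.01% Tween-20, 0.05% BSA; qHTS 6-point titration, ~60 µM downward; luminescence read.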
Tb PFK block: inhibitors of T. brucei phosphofructokinase; O15648; T. brucei PFK, ADP-Glo luminescence; Potency, µM (titrated, usually from 57.5 µM), without a hit: at the top dose activity, negative = inhibition, hits mostly inhibitors; actives 0.17% (n = 330,000); AID 485367;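 further: potency means the concentration at half of the fitted maximal effect; 0% = uninhibited 1x PFK enzyme wells and -100% = no-enzyme wells; nearly all actives have a fitted effect of over 60% in size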
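Compounds were pin-transferred as a titration series up to 57 uM into substrate buffer (0.5 mM F6P, 0.1 mM ATP, pH 8.0), then 1.25 nM PFK was added and reactions ran 45 min before ADP-Glo detection.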
BRCA1 expr act: increases BRCA1 expression; MCF7-BRCA1-FFLuc reporter, luminescence, 48 h; response scale: scaled: vehicle 0%, 10 µM genistein 100%; Potency, µM (series often up to 46.1 µM), for the others: top-dose activation, usual class: activators; actives 1.1% (n = 380,000); AID 624202; further: potency means the concentration at half of the fitted maximal effect; nearly all actives have a fitted effect of over 80% in size; some results filed as inactive show a strong effect at the top dose
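Activators of BRCA1 expression were detected as increased firefly luciferase luminescence in engineered MCF7 cells after 48 h compound incubation. Signals were scaled to genistein 10 microM as full activation.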
ELG1 genotoxic: inducers of genotoxicity in HEK293T ELG1-luciferase cells; HEK293T ELG1-luciferase reporter, luminescence, 16 h; Potency, µM (highest dose often 46 µM), for inactives: at the top dose activity change, positive = activation, hits mostly activators; actives 1.3% (n = 330,000); further: potency means the concentration at half of the fitted maximal effect; % of control where 0% means no effect; nearly all actives have a fitted effect of over 60% in size
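After overnight (16 hr) compound treatment at 37 °C, ELG1-luciferase HEK293T cells were lysed with ONE-Glo; luminescence quantified 30 min later at room temperature.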
RORg inh: blocks mouse ROR gamma transcriptional activity; P51450; Drosophila S2 Gal4-RORgamma UAS-luciferase reporter, 20 h; Potency, µM (titrated, usually from 53.6 µM), inactives show at the highest dose activity change, negative = inhibition, usual class: inhibitors; actives 5.4% (n = 310,000); AID 2551; further: potency means the concentration at half of the fitted maximal effect; on the % scale 0 is the no-effect control and ±100 the full control effect; nearly all actives have a fitted effect of over 60% in size
Target sequence (P51450 whole entry, looked up, the tested form may be a part): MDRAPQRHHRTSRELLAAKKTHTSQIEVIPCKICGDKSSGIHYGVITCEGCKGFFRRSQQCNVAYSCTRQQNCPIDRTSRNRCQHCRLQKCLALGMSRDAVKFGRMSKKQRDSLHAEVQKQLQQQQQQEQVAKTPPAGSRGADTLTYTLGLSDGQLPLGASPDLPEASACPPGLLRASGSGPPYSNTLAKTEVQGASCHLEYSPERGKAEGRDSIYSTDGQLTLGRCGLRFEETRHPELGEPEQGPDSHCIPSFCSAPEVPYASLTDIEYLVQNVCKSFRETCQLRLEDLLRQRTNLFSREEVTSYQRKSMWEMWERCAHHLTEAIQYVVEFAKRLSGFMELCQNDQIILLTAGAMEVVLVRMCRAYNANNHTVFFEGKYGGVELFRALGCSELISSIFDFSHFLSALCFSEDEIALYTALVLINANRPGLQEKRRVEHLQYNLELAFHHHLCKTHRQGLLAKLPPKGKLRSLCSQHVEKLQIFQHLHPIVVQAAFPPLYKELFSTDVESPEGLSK
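Luminescence from a UAS-regulated Photinus luciferase reporter in stably transfected Drosophila Schneider cells is measured; decreased signal marks ROR gamma inhibition. Fusion expression is induced by 700 uM copper sulfate for 20 hr.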
VP16 counter: Gal4-VP16 reporter inhibition counter-screen; Drosophila S2 Gal4-VP16 UAS-luciferase, luminescence, 20 h; Potency, µM (titrated, usually from 53.6 µM), inactives show top-dose activity, negative = inhibition, usual class: inhibitors; actives 3.5% (n = 310,000); AID 2546;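 further: Gal4-VP16 expression switched on by copper sulfate through the metallothionein promoter; potency means the concentration at half of the fitted maximal effect; on the % scale 0 is the no-effect control and ±100 the full control effect; nearly all actives have a fitted effect of over 50% in size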
NPC1 prom act: activators of NPC1 promoter | Potency, µM (titrated, usually from 9.22 µM), without a hit: at the highest dose activation, hits mostly activators | AID 485313 | Huh7 NPC1 promoter luciferase reporter, 24 h | actives 2.4% (n = 320,000);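 further: potency means the concentration at half of the fitted maximal effect; % of control where 0% means no effect; nearly all actives have a fitted effect of over 60% in size; reporter is driven by a mutant NPC1 promoter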
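Stably transfected Huh7 (NPC1 promoter→luciferase), 1500 cells/well in Opti-MEM + 10% FBS, 2 h settle, then compound 24 h at 37 °C. Luminescence after 10 min with Amplite reagent.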
* hit, by the source's call; ? = inconclusive; · = not tested or not shown; & = joins results of further samples; [ ] = dose if it differs, or a comment. Unless noted, the call rests on the fitted dose curve; in most records, active means well fitted curve in the direction sought with a large enough effect; inconclusive means small, poorly fitted or top-dose-only effect, or another doubt; inactive means no such curve, though single readings can be large; an effect the other way counts as inactive or inconclusive.

SMILES	ELG1 repair inh	Rab9 promoter act	p53 reactivator	TRPV1 ag	FLuc counter	Tb PFK block	BRCA1 expr act	ELG1 genotoxic	RORg inh	VP16 counter	NPC1 prom act
COc1cccc(/C=C2/SC(=S)N(CC(=O)NNC(=O)c3ccccc3OC)C2=O)c1	-1%	0%	3%	2	13µM*	11%	-19%	3%	10µM*	?	-2%
Clc1cccc(Cl)c1Cn1c(-c2cccnc2Cl)nc2ccccc21	2%	0%	-2%	?	0%	0%	-46%	-3%	1%	-5%	-4%
CC1(C)CC(=O)C(C=Nc2ccc(Cl)cn2)=C(O)C1	15%	0%	-7%	5	?	3%	-5%	2%	1%	28%	-4%
NC(=NC(=O)c1ccccc1)N1N=CCC1c1ccccc1 (configuration not stated)	4%	-12%	-2%	14	-4%	-3%	1%	2%	15%	22%	-6%
Cc1ccc(NC(=O)CSc2nnc(-c3ccncc3)n2C)cc1S(=O)(=O)N1CCOCC1	-3%	-1%	2%	-1	0%	-3%	4%	0%	19%	-6%	-6%
Cc1cccc(Nc2cc(C)nc3ccccc23)c1	-3%	-2%	-76%[inhibitor]	3	2%	1%	17%	4%	5%	-5%	-3%
COc1ccc(OCc2cc(C(=O)N(C)Cc3cc(C)no3)no2)c(Cl)c1	?	4µM*	?	16	6µM*	-5%	4µM*	?	12%	-2%	2.8µM*
COc1cc(C(=O)OCC(=O)N2CCN(C(C)=O)CC2)ccc1OCC(C)C	8%	-3%	2%	-1	-3%	-1%	-1%	4%	·	·	0%
CCCCN1C(=O)c2ccc(C(=O)Nc3cccnc3)cc2C1=O	-3%	5%	-4%	?	-3%	-3%	8%	-3%	?	2%	-2%
O=C1NC(c2ccccc2)=C(c2nc3ccccc3s2)C(c2ccc(F)cc2)N1 (configuration not stated)	?	1%	-10%	1	3%	0%	-66%	2%	33%	?	1%
COc1ccc(S(=O)(=O)N(C)C2CCN(C)CC2)cc1	25%	1%	2%	3	1%	-4%	-4%	1%	-6%	2%	-3%
CSCCC(NC(=O)C12CC3CC(CC(C3)C1)C2)C(=O)OCC(=O)c1ccc(Cl)cc1 (configuration not stated)	-1%	-3%	-5%	1	-2%	1%	0%	3%	-4%	1%	1%
Cc1ccc(S(=O)(=O)N(C)CCCC(=O)N2CCOCC2)cc1	0%	0%	-11%	15	-3%	1%	7%	-2%	3%	0%	2%
O=C(O)c1ccc2c(c1)N(Cc1ccc(F)cc1)C(=O)c1ccccc1S2	21%	0%	-1%	3	?	0%	18%	0%	-3%	7%	-4%
Cc1ccc(S(=O)(=O)NCC2CCCO2)cc1 (configuration not stated)	-3%	-1%	·	0	0%	-4%	-11%	0%	-15%	5%	9%
COc1cc(S(=O)(=O)NC2CCSc3ccccc32)ccc1NC(C)=O (configuration not stated)	27%	3%	-2%	4	-4%	-22%	-1%	4%	-9%	5%	0%
CC[C@]12c3[nH]c4ccc(OC)cc4c3CCN1C(=O)C(CC(=O)NCCc1ccccn1)C[C@@H]2C(=O)N1CCN(C(=O)c2ccco2)CC1 (some centres not stated)	?	·	7%	·	·	-2%	17%	-2%	·	·	·
Cc1ccc(-c2csc(NC(=O)/C=C/c3cccs3)n2)cc1C	?	-1%	-3%	2	?	6%	-12%	-1%	-19%	-1%	0%
CCN(CC)C(=O)[C@H]1C[C@H](CC(=O)NC/C=C(\C)CCC=C(C)C)C(=O)N2CCc3c([nH]c4cc(-c5ccco5)ccc34)[C@]12C	2%	·	-1%	·	·	-1%	-73%	-2%	·	·	·
NS(=O)(=O)c1ccc(CNC(=O)/C=C/c2ccccc2)cc1	29%	2%	-1%	2	-7%	1%	-11%	-1%	4%	-5%	-3%
Cc1ccc(NC(=O)CN2C(=O)CCSc3ccc(S(=O)(=O)N4CCCC4)cc32)cc1	-7%	-8%	-7%	?	1%&-2%	-1%	-15%	-1%	-1%	-1%	-4%
CCOC(=O)c1sc2nc(CC(=O)OC)nc(NCC(=O)OC)c2c1C	?	-3%	-10%	-1	-9%	-13%	-28%	-4%	23%	-8%	-1%
Cc1nn(-c2ccccc2)c(C)c1/C=N/NC(=O)c1cc(-c2cccs2)[nH]n1	?	-21%	27%	1	13µM*	1%	-52%	-1%	32%	-28%	-11%
COc1ccc(CN(C)CC(=O)NC(C)c2ccccc2)cc1OC (configuration not stated)	-19%	-7%	-3%	2	-1%	-5%	-1%	11%	-1%	3%[10 µM]	-3%
OCC[C@H]1C[C@@H](O)[C@H](O)[C@]2(OCCCc3ccccc32)O1	11%	-7%	-2%	6	-1%	-1%	12%	-2%	·	·	1%
CC(C)c1nc2sc3c(NCc4ccccc4)ncnc3c2c2c1COC(C)(C)C2	?	-12%	-3%	16	1%	2%	-4%	11%	-2%	2%	-4%
CCn1c(SCC(=O)Nc2ccc(OC)cc2)nc2c(c1=O)SCC2	-2%	-8%	-6%	-2	-1%	-2%	-9%	8%	21%	-8%	-4%
CCn1c(=O)c2cc(C(=O)N3CCOCC3)sc2c2ccccc21	-16%	-4%	-4%	10	-2%	3%	-5%	5%	-14%	15%	2%
O=C(CNC(=O)c1ccccc1)NCC(=O)OCc1ccc(Cl)cc1	4%	0%	-3%	0	0%	-6%	0%	2%	6%	-1%	3%
CC1CN(S(=O)(=O)c2ccc(C(=O)Nc3ccc(S(=O)(=O)Nc4nccs4)cc3)cc2)CC(C)O1 (configuration not stated)	0%	0%	-3%	0	1%	0%	-1%	-1%	?	2%	-1%
CC(C)(C)CC(=O)Nc1cc2c3c(c1)CC(=O)N3CCC2	20%	-3%	11%	0	1%	-3%	21%	6%	19%	0%	0%
CCC(C)[C@H]1COCCS(=O)(=O)N1Cc1ccc(Cl)cc1Cl (some centres not stated)	-2%	-2%	7%	0	2%	-1%	-19%	0%	-32%	-3%	-2%
Cc1cnc(C(=O)OCC(=O)Nc2ccc(Br)c(C)c2)cn1	6%	-2%	-3%	4	·	-7%	6%	-1%	·	·	2%
Cc1ccc(-c2csc3n[nH]c(=S)n23)cc1	0%	8%	2%	7	-7%	?	7%&20%	-2%	2.5µM*	8.9µM*	-1%
CC(CN1C(C)CCCC1C)OC(=O)c1ccc(Cl)cc1Cl (configuration not stated)	-3%	-1%	0%	0	-2%	6%	2%	-6%	-20%	-13%	-1%
Cc1cnc(C(=O)Nc2nnc(C)s2)cn1	?	12%	2%	-1	-14%	-13%	6%	13%	?	11%	23%
CC(Oc1ccccc1F)C(=O)NNC(=O)C1CC(=O)N(c2ccc3c(c2)OCCO3)C1 (configuration not stated)	4%	-3%	-6%	0	-1%	8%	-2%	-3%	·	·	-4%
Cn1cnnc1SCc1ccc(C(=O)N=Nc2c(O)n(C)c3ccccc23)cc1	?	-2%	3%	-3	?	17%	-2%	-3%	26%	3%	0%
CCCCOc1ccc(C(=O)OCC(=O)NC2CCCC2)cc1	-2%	-1%[1.84 µM]	3%	14	-12%	2%	0%	-6%	?	-1%	-4%
CCOc1ccccc1C(=O)N1CCN=C1SCc1cccnc1	?	1%	?	-4	-1%	0%	-11%	-8%	6%	4%	3%
Cc1cccc(NC(=O)C2CCN(S(=O)(=O)c3cccc4nonc34)CC2)c1	-16%	2%	0%	?	2%	-12%	-6%	-3%	23%	-8%	1%
CCCCn1c(N)c(-c2nc3ccccc3s2)c2c([N+](=O)[O-])nn(CC)c(=O)c21	?	-5%	-7%	17	-1%	3%	0%	0%	0%	4%	-1%
COc1ccc(/C=N/N2C(=O)CSC2=S)cc1	·	·	·	0	?	·	0%	·	16µM*	3%	·
Nc1nc2ccccc2nc1N	?	20%	7%	3	-10%	13%	15%	?	-15%	11%	12%
CC(C)=CCN1CCN(Cc2ccc3nsnc3c2)CC1CCO (configuration not stated)	1%	1%	-1%	-7	1%	-2%	-8%	-4%	0%	-6%	0%
O=C(N[C@H]1C/C=C\C[C@@H](CC(=O)N(CCO)Cc2ccccc2)C(=O)N2CCC[C@@H]2COC1=O)OCC1c2ccccc2-c2ccccc21	?	·	-2%	·	·	3%	-14%	1%	·	·	·
CCCCN1C2CCCC1CC(NC(=O)c1ccc(OC)c(OC)c1)C2 (configuration not stated)	-1%	1%	4%	0	5%	0%	-16%	0%	9%	-2%	-1%
CCN(C(=O)C(C)Sc1ccc(S(=O)(=O)N2CCN(C)CC2)cn1)c1ccccc1 (configuration not stated)	10%	0%	-11%	2	·	9%	-17%	2%	·	·	0%
